# S3 lipid droplet: qHTS Assay for Lipid Storage Modulators in Drosophila S3 Cells | Drosophila S3 cells, BODIPY lipid droplet fluorescence, 18-24 h; cells fed with added oleic acid | actives 0.64% (n = 320,000) | Potency in µM for hits, for the others lipid storage change, negative = inhibition, % at the top dose, mostly 46.1 µM; active = well fitted inhibition curve with a large enough effect in the signal ratio, with a control signal flat, not every such curve was filed as active; inconclusive = small, poorly fitted or top-dose-only effect, or effect the other way, or a change in a side signal; the % refers to the signal ratio
#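 Drosophila S3 cells got compounds at several concentrations plus oleic acid (400 uM solution). Laser-scanning cytometry with 488 nm excitation read lipid droplets at 500-530 nm and cells at 575-640 nm. Percent activity was relative to 20 uM Triacsin C.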
# S3 lipid droplet cell count max: also measured in S3 lipid droplet; calls as there; cell number change, %; measured here: cell count max response;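 cells counted by Cell Tracker Red CMTPX staining in the red channel; peak over a dose series mostly up to 46.1 µM; percent activity relative to internal control wells on each plate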
# * marks the source's active call; other numbers are inactive results; i = inactive; ? = inconclusive; . = no result given; [ ] = another dose, or the depositor's remark. % is set by controls: 0 for no effect and ±100 for the full control effect; potency is the fitted concentration of half-maximal effect. Only part of the results is shown (hit frequency here may not be typical).
SMILES,S3 lipid droplet,S3 lipid droplet cell count max
Cc1ccc(C(=O)NCCSC2CCCCC2)cc1S(=O)(=O)Nc1ccccc1,-17%,-21
O=C(CSc1ccc2c(c1)OCCO2)NC(=O)Cc1ccccc1,?,.
O=C(CCNC(=O)c1ccc(Cl)cc1)Nc1ccc(S(=O)(=O)N2CCCCC2)cc1,?,.
COc1ccc(/C=C2\C(=O)c3ccccc3OC2c2ccccc2)cc1 (centres undefined),8%,0
COc1ccc(S(=O)(=O)N2CCC(C(=O)N3CCCC3)CC2)cc1,i,10
CCCCCCCC1CC(/C(C)=N/NC(N)=O)OC1=O (centres undefined),15%,-20
O=C(Nc1cccc(C(=O)N2CCN(Cc3ccccc3)CC2)c1)c1ccccc1,-27%,-16
Cc1nn2c(NCc3cccnc3)c3c(nc2c1-c1ccccc1)CCC3,-2%,0
COC(=O)C(=Cc1ccc(-c2ccsc2C(=O)OC)o1)C(=O)OC,-11%,-1
Cc1ccccc1OCCC(=O)OCC(=O)Nc1ccc(N2CCOCC2)cc1,3%,13
Nc1nccc(/C=C/c2c(Cl)cccc2Cl)n1,15%,.
Cc1onc(-c2c(F)cccc2Cl)c1C(=O)OCc1nnc(-c2ccccc2)o1,?,.
Cc1ccc(-n2nc3c(N4CCC(C(=O)NCCc5cccs5)CC4)nnc(C)c3c2C)cc1,?,.
C=CCSc1nc2sc3c(c2c(=O)n1CC)CCC3,?,.
COc1ccc(N=C2C(=O)Nc3ccc(C)c(Br)c32)cc1,i,-15
COc1cc(NC(=O)c2ccco2)c(OC)cc1NC(=O)c1cc(OC)c(OC)c(OC)c1,?,.
COc1ccccc1C(=O)COC(=O)Cc1n[nH]c(=O)c2ccccc12,?,.
COc1cc(/C=N/NC(=O)c2cccc(N3CCCC3=O)c2)ccc1O,?,.
CCSC1=NC(C)(C)C=C(C)N1,?,.
COc1ccc(S(=O)(=O)Cc2ccc(C(=O)N3CCN(C4CCCCC4)CC3)o2)cc1,?,.
CC(C)CN1CCC(=O)N([C@H](CO)Cc2ccccc2)CC1,?,.
O=c1c2c([nH]n1-c1ccccc1)CCCC2,3%,13
Cn1c(=O)c(C(=O)Nc2ccccn2)c(O)c2ccccc21,24%,-13
c1csc(C2=NNC(=NC3CCCCC3)SC2)c1,i,.
Cc1ccccc1-c1nc(C#N)c(N2CCC(C)CC2)o1,12%,21
Cc1ccc(CN(C(=O)c2ccccc2C)C2CCS(=O)(=O)C2)o1 (centres undefined),?,.
Cc1ccc(C)c(N=Cc2ccc(-c3ccc([N+](=O)[O-])cc3)o2)c1,?,.
CCOc1ccc(NS(=O)(=O)c2ccc(C(=O)NCC(c3cccs3)N3CCOCC3)cc2)cc1 (centres undefined),i,27
COc1cc(C(O)P(=O)(OC(C)C)c2ccc(N(C)C)cc2)cc(OC)c1OC (centres undefined),?,.
CCN(CC)S(=O)(=O)c1ccc(C(=O)OCC(=O)NCc2ccco2)cc1,?,.
CCc1ccc2c(CN3CCC(C(=O)OC)CC3)cc(=O)oc2c1,12%,10
CC1CCCN(C(=O)CN2CCC(c3nc4ccc(Cl)cc4[nH]3)CC2)C1 (centres undefined),9%,-8
Cc1cccc(-n2ncc3c(NCCCN4CCCC4=O)ncnc32)c1,?,.
Cc1nc([N+](=O)[O-])c(Br)n1Cc1ccc(Cl)c(Cl)c1,-3%,20
NC1=NN(c2cccc(C(=O)O)c2)C(=O)C1,?,.
CCCN(C(=O)Cn1ncc2c([nH]c3ccccc32)c1=O)c1ccccc1C,?,.
O=[N+]([O-])c1ccccc1S(=O)(=O)NC1CCCCCCC1,?,.
Cc1cc(C(F)(F)F)n(-c2ccc(N)cc2)n1,2%,3
Cn1nc(-c2ccccc2)c(CSc2cccc(Cl)c2)c1Cl,?,.
O=C(Nc1ccc2c(c1)CCC2)C1CCCO1 (centres undefined),11%,17

# Looked up by structure from the list above (6):
SMILES,S3 lipid droplet,S3 lipid droplet cell count max
COc1ccc(S(=O)(=O)Cc2ccc(C(=O)N3CCN(C4CCCCC4)CC3)o2)cc1,?,.
Cc1nn2c(NCc3cccnc3)c3c(nc2c1-c1ccccc1)CCC3,-2%,0
O=c1c2c([nH]n1-c1ccccc1)CCCC2,3%,13
Cc1ccc(C)c(N=Cc2ccc(-c3ccc([N+](=O)[O-])cc3)o2)c1,?,.
Cc1cc(C(F)(F)F)n(-c2ccc(N)cc2)n1,2%,3
C=CCSc1nc2sc3c(c2c(=O)n1CC)CCC3,?,.

# The main list resumes with the two entries that preceded the break.
SMILES,S3 lipid droplet,S3 lipid droplet cell count max
Cn1nc(-c2ccccc2)c(CSc2cccc(Cl)c2)c1Cl,?,.
O=C(Nc1ccc2c(c1)CCC2)C1CCCO1 (centres undefined),11%,17
COc1ccc(/C=N/OCC(=O)Nc2nc3ccccc3s2)cc1OC,?,.
Oc1ccc2c(ccc3[nH]cnc32)c1,6%,7
COc1ccc(-c2cc3c(=O)n(CC(=O)NCCCN4CCC(N5CCCCC5)CC4)ncn3n2)cc1,i,-3
CN(Cc1ccccc1)C(=O)COC(=O)CNS(=O)(=O)c1ccc2ccccc2c1,-4%,-14
CCOC(=O)C1=C(C)NC(C)=C(C(=O)OC)C1c1cccc([N+](=O)[O-])c1 (centres undefined),?,1
O=C(CN1CCCCCCC1)N/N=C/c1ccc([N+](=O)[O-])o1,-23%,2
CS(=O)(=O)c1ccccc1C(=O)Nc1cccc(-c2nc3ccccc3o2)c1,13µM*,-21*
CN(C[C@H](c1ccccc1)N(C[C@H](Cc1ccccc1)N(CCc1ccccc1)N=O)N=O)N=O,?,.
Cc1cc(C(=O)N/N=C/c2ccc(C)s2)n[nH]1,?,.
C=CCNC(=S)Nc1c(C(=O)OC)[nH]c2cc(OC)ccc12,-2%,8
COc1ccc(/C(C)=N\Nc2nc(-c3ccc(Cl)cc3)cc(C(F)(F)F)n2)cc1OC,?,.
Nc1nnc(SCC(=O)Nc2cc(S(=O)(=O)N3CCOCC3)ccc2N2CCCC2)s1,i,-15
Cc1nonc1NC(=O)CSc1nc(C23CC4CC(CC(C4)C2)C3)nc2ccccc12,?,.
CNCCCNCc1ccc(SC)cc1,?,.
COC(CNc1nc(SC)nc2sc3c(c12)CCN(C)C3)OC,12%,11
Cc1ccc(C(=O)N/N=C\c2ccc[nH]2)cn1,i,.
O=C(Cc1ccccc1)N/N=C/c1ccc(OC(=O)/C=C\c2ccco2)cc1,-8%,-7
O=C(CN1CCCCC1)N1c2ccccc2Oc2ccccc21,?,.
CCOC(=O)C1CCCN(C(=O)c2ccccc2NC(=O)C2=C(C)OCCS2)C1 (centres undefined),?,.
CCC1Sc2ccc(S(=O)(=O)CCC(=O)Nc3c(Cl)cc(OC)cc3OC)cc2NC1=O (centres undefined),i,-6
CC(C)C1S/C(=N/N=C/c2ccco2)NC1=O (centres undefined),13%,-13
O=C(c1ccc(=O)oc1)N1CCC(C(O)(c2ccccc2)c2ccccc2)CC1,1%,3
CCC(=O)Nc1nc2ccc3nc(C)sc3c2s1,?,.
CC(=O)Nc1ccc(NC(=O)Cc2ccc(S(=O)(=O)N3CCCCC3)cc2)cc1,?,.
CCS(=O)(=O)Nc1ccc(C(=O)c2ccccc2)cc1,-6%,-25
O=C(O)CCn1ncc2ccccc2c1=O,?,.
O=C(Nc1ccc(S(=O)(=O)N2CCOCC2)cc1)c1ccc(Cl)s1,-4%,1
O=S(=O)(NCCNS(=O)(=O)c1ccc(F)cc1)c1ccc(F)cc1,-54%,-27
CCc1c(C)sc(NC(=O)C2CCCCC2C(=O)O)c1C(N)=O (centres undefined),i,.
O=C(CCCc1ccccc1)Nc1ccnn1C1CCN(Cc2ccc(CO)o2)CC1,-9%,-22
COc1ccc(C)cc1NC(=O)C(Sc1nnc(-c2ccncc2)n1-c1ccc(Cl)cc1)c1ccccc1 (centres undefined),-5%,-5
C=CCNC(=O)C1CC(=O)N(c2ccc(OCC(=O)Nc3cccc(OC)c3)cc2)C1 (centres undefined),-7%,9
O=C1NC(=O)C2(CCCCCCCCCCC2)N1,?,.
Cc1ccc(C(=O)C(OC(=O)c2cnccn2)c2ccccc2)cc1 (centres undefined),?,.
COCCn1c(SCC(=O)c2cccc(OC)c2)nnc1-c1ccco1,11%,11
CC(c1ccccc1)N(C)C(=O)CN1CCN(S(=O)(=O)c2ccc3c(c2)OCCCO3)CC1 (centres undefined),?,.
COc1ccccc1Nc1nc(-c2cccs2)cs1,12%,-15
COc1ccc(Cl)cc1NS(=O)(=O)c1cccc2cccnc12,12%,12
Cc1cccc(NC(=O)CCN2CCCC(C)C2)c1 (centres undefined),?,.
Cc1ccc(C2(CCNC(C)c3cccs3)CCOC(C(C)C)C2)cc1 (centres undefined),?,.

# Structures above containing a COOH group (3):
SMILES,S3 lipid droplet,S3 lipid droplet cell count max
NC1=NN(c2cccc(C(=O)O)c2)C(=O)C1,?,.
O=C(O)CCn1ncc2ccccc2c1=O,?,.
CCc1c(C)sc(NC(=O)C2CCCCC2C(=O)O)c1C(N)=O (centres undefined),i,.

# (further entries)
SMILES,S3 lipid droplet,S3 lipid droplet cell count max
CN(C)CCOc1cccc(Br)c1,?,.
C=CCn1c(=O)[nH]c2cc(C(=O)N3CC=C(c4ccccc4)CC3)ccc2c1=O,-2%,11
CC(=O)NCC(=O)NC1CC(C)(C)Cc2c1cnn2-c1ccccc1 (centres undefined),?,.
Cc1cc[n+](CC(=O)Nc2cccc(C)c2)cc1,14%,8
Cc1nnc(SCC(=O)Nc2ccccc2NC(=O)CSc2nnc(C)s2)s1,?,.
COc1cccc(CC2(CO)CCCN(CC3=Cc4cc(OC)ccc4OC3)C2)c1 (centres undefined),8%,5
CCOC(=O)Cc1cn2c(=O)cc(CSCC(=O)Nc3ccc(C)c(C)c3)nc2s1,?,.
O=C(NCc1cccs1)c1cc(-c2ccncc2)nc2ccc(Br)cc12,?,.
COC(=O)c1ccccc1NC(=O)CSc1nnc(-c2ccc(C)cc2)o1,4%,0
Cc1cc(N2CCN(c3ccccc3)CC2)n2c(n1)nc1ccccc12,?,.
O=C(CSc1nnc(CNc2ccc(F)cc2)o1)OC1CCCCC1,?,.
O=C(N/N=C/c1ccc(O)c2ncccc12)c1cccc(Br)c1,?,.
COC(=O)[C@@]1(Cc2ccc(OC)cc2)[C@H]2c3cc(C(=O)N4CCCC4)n(Cc4ccc(OC)c(OC)c4)c3C[C@H]2CN1C(=O)c1ccccc1,?,.
NC(=O)CC(NC(=O)Cc1cccc2ccccc12)c1ccc(N2CCN(c3ccc(F)cc3)CC2)c([N+](=O)[O-])c1 (centres undefined),?,.
Cc1cc2ccccc2c(=O)n1CC(=O)NCC(=O)N1CCN(c2ccccc2F)CC1,?,.
CCC/C=N/NC(=O)c1cc(Br)ccc1O,?,.
Cc1ccccc1NC(=O)C(=O)NCCCN1CCOCC1,-2%,24
O=C(NCc1ccccn1)C(=O)Nc1cc2c3c(c1)CC(=O)N3CCC2,?,.
c1ccc(-c2noc(-c3ccc4ccccc4c3)n2)cc1,2%,4
COc1cc(C(=O)NCc2nnc(SCC(=O)Nc3cccc(C(F)(F)F)c3)o2)cc(OC)c1OC,9.2µM*,-27*
Cc1cccc(-n2nnc(C(=O)NCc3ccc4c(c3)OCO4)c2N)c1,15%,3
S=C(c1ccc(-c2cccc(Cl)c2)o1)N1CCCCC1,?,.
Cc1cc(NC(=O)Cn2nc(C(F)(F)F)c3c2CCCC3)no1,i,-24
O=C(CSc1ccc(-c2ccc(F)cc2)nn1)N1CCCCC1,17%,13
CS(=O)(=O)N1CCC(C(=O)Nc2ccc(Cl)c(C(F)(F)F)c2)CC1,i,-16
O=C(CCN1CCN(c2ccc(Cl)cc2)CC1)Nc1ccccc1F,?,.
O=c1c(-c2ccccc2)nc(-c2ccccc2)cn1O,?,.
Cc1nc2nc(NC(=O)c3ccco3)[nH]n2c(=O)c1C,?,.
COc1ccccc1C(=O)COC(=O)Cn1c(C)csc1=O,23%[0.0737 µM],11
O=C(CSc1nnc2c(n1)[nH]c1ccc(S(=O)(=O)N3CCOCC3)cc12)Nc1ccccc1Cl,?,.
O=C(NCc1ccncc1)c1ccc(Cn2cc(C(F)(F)F)ccc2=O)cc1,23%,-5
Cc1ccc(NS(=O)(=O)c2cccc(C(=O)O)c2)c(C)c1,?,.
Cc1ccc(-c2nc(=O)[nH]c3ccc(Br)cc23)cc1,?,.
CC(=O)c1ccc(N2CCN(C(=O)c3cc(C)on3)CC2)cc1,1%,-4
COc1ccc(C(=O)c2cc([N+](=O)[O-])ccc2N2CCN(C)CC2)cc1,?,.
N#Cc1ccc(CSc2nnc(NC(=O)c3ccc4ncsc4c3)s2)cc1,-10%,-23
Cc1cc(C)cc(N(CC(=O)Nc2cc(C)ccc2C)S(=O)(=O)c2c(C)[nH]c(=O)[nH]c2=O)c1,i,.
COC(=O)[C@@]1(Cc2ccc(OC)cc2)[C@H]2c3cc(C(=O)N4CCCC4)n(CCc4c[nH]c5ccc(O)cc45)c3C[C@H]2CN1C(=O)c1ccccc1,?,.
CN(C)CCN(C(=O)C1=COCCO1)c1nc2ccc(Cl)cc2s1,-20%,6
Cc1ccc(CS(=O)(=O)c2cn(CC(=O)Nc3ccon3)c3ccccc23)cc1,?,.
COc1ccc(CNC(=O)c2cc(-c3cccs3)on2)cc1,?,.

# Reformatted: results already given
S3 lipid droplet | S3 lipid droplet cell count max | smiles
? | . | CCC(=O)Nc1nc2ccc3nc(C)sc3c2s1
? | . | CC(=O)Nc1ccc(NC(=O)Cc2ccc(S(=O)(=O)N3CCCCC3)cc2)cc1
